RPL19A TOR yeast: alters RPL19A-GFP fluorescence in TOR pathway yeast screen. S. cerevisiae RPL19A-GFP strain, flow cytometry, 3 h; active compounds read low. percent response vs DMSO, % at 10 µM. hit rate 0.3% among 330,000;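 active = percent response vs DMSO below 50%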;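 note: median channel GFP fluorescence of the barcoded RPL19A-GFP strain; ratio of sample median GFP to plate DMSO average so 100% = DMSO; lower means less RPL19A-GFP as with rapamycin TOR inhibition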
LAP4-GFP MLPCN: alters LAP4-GFP fluorescence in TOR pathway yeast screen; S. cerevisiae LAP4-GFP multiplex, flow cytometry GFP, 3 h; median GFP as percent of DMSO wells; hit rate 0.34% among 320,000; AID 2023; GFP response vs DMSO, % at 10 µM;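 active = GFP response vs DMSO above a set limit, about the screen mean plus 3 SD, cut at about 150% in these data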
CIT2 TOR yeast: yeast TOR pathway CIT2-GFP modulation; S. cerevisiae CIT2-GFP strain, flow cytometry, 3 h; 100 means same as DMSO wells; GFP response vs DMSO, % at 10 µM; hit rate 0.065% among 320,000;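 active = GFP response relative to DMSO above a set limit, near the screen mean plus 3 SD, cut at about 150% in these data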;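 note: ratio of well median GFP fluorescence to mean of DMSO wells on the plate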
MEP2-GFP yeast: modulators of TOR pathway MEP2-GFP in S. cerevisiae | hit rate 0.51% among 330,000 | GFP response vs DMSO, % at 10 µM | S. cerevisiae MEP2-GFP strain, flow cytometry GFP, 3 h; 100% = DMSO control level;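 active = GFP response versus DMSO above a set limit, roughly screen mean plus 3 SD, cut at about 180% in these data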;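 note: median GFP fluorescence of the barcode-gated MEP2-GFP cells per well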
VLA-4 inh: inhibition in a human VLA-4 binding assay | VLA-4 expressing cells, ligand binding flow cytometry | hit rate 0.2% among 330,000 | P13612 | inhibition, % (about 7 µM as worked out from the volumes in the protocol) | AID 2557; in the data active = inhibition above about 50%
Yeast superoxide: yeast age-related superoxide inhibition as caloric restriction mimetic; S. cerevisiae aged cells, superoxide DHE fluorescence; active compounds read low; superoxide response (% of plate mean), % at 10 µM; hit rate 0.18% among 330,000; AID 2690;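 active = superoxide response under a set limit, about three screen SD below normal, cut at about 65% in these data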;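 note: yeast aged for seven days with compound at 30 °C before DHE staining; 100% = average MFI of all compound-treated wells on the plate with controls excluded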
GRK2 inh: human GRK2 inhibition via aptamer displacement. hit rate 0.59% among 330,000. bead flow cytometry, FAM-aptamer displacement from GRK2. AID 488847. inhibition of aptamer binding, % at 10 µM. P25098;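 active = inhibition of aptamer binding above 40%, roughly 3 SD of noise, on plates passing a quality check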;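 note: median bead fluorescence of bound FAM aptamer so fluorescent compounds give negative values; no value below 0 was filed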
Target sequence (P25098 whole entry, looked up): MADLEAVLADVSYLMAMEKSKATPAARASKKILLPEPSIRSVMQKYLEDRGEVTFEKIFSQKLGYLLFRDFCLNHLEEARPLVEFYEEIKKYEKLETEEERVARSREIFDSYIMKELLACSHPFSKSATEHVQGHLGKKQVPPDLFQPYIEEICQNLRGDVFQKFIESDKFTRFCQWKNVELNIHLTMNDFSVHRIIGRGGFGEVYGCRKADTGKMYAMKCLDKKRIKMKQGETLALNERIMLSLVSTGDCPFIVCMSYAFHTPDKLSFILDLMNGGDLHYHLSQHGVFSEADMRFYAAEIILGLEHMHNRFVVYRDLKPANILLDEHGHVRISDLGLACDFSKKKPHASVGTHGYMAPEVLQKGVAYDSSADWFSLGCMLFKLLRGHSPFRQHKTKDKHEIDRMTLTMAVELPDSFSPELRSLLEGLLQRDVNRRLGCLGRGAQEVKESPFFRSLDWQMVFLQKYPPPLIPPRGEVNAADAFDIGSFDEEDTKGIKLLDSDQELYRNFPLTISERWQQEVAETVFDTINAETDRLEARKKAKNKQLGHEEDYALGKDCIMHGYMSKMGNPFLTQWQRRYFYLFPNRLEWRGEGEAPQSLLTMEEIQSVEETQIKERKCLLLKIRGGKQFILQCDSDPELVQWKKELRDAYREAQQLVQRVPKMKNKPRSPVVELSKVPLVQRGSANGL
AGP1 TOR yeast: alters AGP1-GFP fluorescence in TOR pathway yeast screen. GFP response vs DMSO, % at 10 µM. S. cerevisiae AGP1-GFP multiplex flow cytometry, 3 h; GFP as percent of DMSO wells. hit rate 0.02% among 320,000. AID 2066;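 active = GFP response relative to DMSO above a set limit, near screen average plus 3 SD, cut at about 150% in these data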;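 note: median GFP channel fluorescence of the gated AGP1 strain per well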
Active calls of the source: *; [ ] = another dose, or the depositor's remark.

smiles,Yeast superoxide,CIT2 TOR yeast,AGP1 TOR yeast,GRK2 inh,MEP2-GFP yeast,LAP4-GFP MLPCN,VLA-4 inh,RPL19A TOR yeast
COc1ccc(C(=O)Nn2c(SCc3ccc([N+](=O)[O-])cc3)nc3ccccc3c2=O)cc1,102,106,108,0,105,102,-3,99
Cc1c(Cl)cccc1NC(=S)NC1CCCC1,88,95,94,1,98,90,0,98
CCCCN(CC)CCNC(=O)c1cn(CCOC)c(=O)c2c1c1ccccc1n2C,96,92,99,0,95,95,7,98
CC(C)(C)C(=O)NC(=S)NNC(=O)c1sc2ccccc2c1Cl,103,95,101,49*,118,233*,-6,82
CC1CC(C)CN(C(=O)c2cccc(S(=O)(=O)NCc3ccccc3)c2)C1 (stereo not drawn),101,87,93,0,95,93,-6,96
O=C(c1cc(=O)[nH]c2ccccc12)N(Cc1nnc(-c2ccccc2Cl)o1)C1CC1,108,106,112,0,109,102,6,104
O=C(NCCCO)c1nc2ccccc2s1,86,91,101,0,96,103,5,100
COC(=O)c1ccc(CNC(=O)CNc2cc(C(F)(F)F)ccc2N2CCOCC2)cc1,98,98,96,2,97,94,-5,95
CC(=O)N1CCN(c2ccccc2NC(=O)c2ccc(-c3cccc([N+](=O)[O-])c3)o2)CC1,109,88,100,1,99,98,-14,97
Cc1ccc(Sc2ncccc2/C=N/O)cc1,100,93,110,2,108,119,0,96
Cc1ccc(NC(=O)C(=O)NCCCN2CCCC2=O)cc1,95,92,95,3,104,101,8,95
O=C(COC(=O)c1ccco1)NCc1ccc2c(c1)OCO2,110,104,101,3,100,101,14,103
COc1cccc(-c2c(NC(=O)c3ccco3)oc3ccccc3c2=O)c1,126,93,95,0,102,105,21,96
COC(=O)/C=c1/sc2n(c1=O)CCN=2,106,92,95,2,95,92,1,94
O=C(COC(=O)c1ccc(Cl)nc1)Nc1ccc2c(c1)CCC2,99,99,100,0,97,109,9,98
CCOc1ccc(NS(=O)(=O)c2ccc(NC(=O)[C@@H]3CCCC[C@@H]3C(=O)O)cc2)cc1,98,108,102,1,99,96,35,106
CCCCCC(=O)N1CCN(CCN=CC2=C(O)CC(c3cccs3)CC2=O)CC1 (stereo not drawn),80,111,102,0,110,101,-1,104
O=C(C1CCCN(C2CC(=O)N(c3ccc(Cl)cc3)C2=O)C1)N1CCCC1 (stereo not drawn),104,122,112,3,107,87,-4,126
Cc1occc1-c1n[nH]c(=S)n1C,91,96,100,0,100,107,8,100
CCN(CC)C(=O)CC(c1cc(OC)c(OC)c(OC)c1)c1c(O)cc(OC)cc1OC (stereo not drawn),87,102,106,1,106,91,29,102
NC(=O)/C(=C\c1ccncc1)c1cccc2ccccc12,94,103,102,1,104,96,5,105
OC1CCCN(CC(O)c2ccccc2)C1 (stereo not drawn),93,96,99,4,90,105,2,90
COC(=O)C(Cc1ccccc1)NC(=O)CCC(=O)NC(C)CCc1ccccc1 (stereo not drawn),103,88,85,2,107,87,7,93
COC(=O)c1c(NC(=O)CN2CCN(c3ncccn3)CC2)sc(C(N)=O)c1C,80,108[may fluoresce green],104[may fluoresce green],8,91[may fluoresce green],100[may fluoresce green],-10,98[may fluoresce green]
O=C1NC(c2ccco2)Nc2sc3c(c21)CCN(Cc1ccccc1)C3 (stereo not drawn),102,107,95,2,99,101,-4,99

Continued.
smiles,Yeast superoxide,CIT2 TOR yeast,AGP1 TOR yeast,GRK2 inh,MEP2-GFP yeast,LAP4-GFP MLPCN,VLA-4 inh,RPL19A TOR yeast
CCCCOC(=O)c1ccc(NC(=O)COC(=O)CN2C(=O)NC3(CCCC3)C2=O)cc1,93,103,89,5,110,72,6,116
OC1(c2ccc(Cl)cc2)CN(c2ccccc2)C2=[N+]1CCS2 (stereo not drawn),99,87,89,0,91,96,10,91
CCCCc1nc2cc(C(=O)N3CCN(c4nc(C)cnc4C)CC3)ccc2o1,111,107,110,1,100,116,-8,106
O=C(NCCc1c[nH]c2ccccc12)C(=O)NCC1OCCN1S(=O)(=O)c1ccc(Cl)cc1 (stereo not drawn),83,92,95,0,96,105,1,90
O=c1nc(N2CCCCC2)nc2n1CCO2,94,88,103,0,98,98,4,101
C#CCOc1c(Cl)cc(C2C3=C(CCCC3=O)N(CC(=O)O)C3=C2C(=O)CCC3)cc1OC,96,80,33,4,117,87,30,52
CS(=O)(=O)c1ccc(Cl)c(NC(=O)c2cc(=O)[nH]c3ccc(S(=O)(=O)N4CCOCC4)cc23)c1,104,112,109,4,105,105,4,99
CCc1ccc(S(=O)(=O)NCCc2cn3ccc(C)cc3n2)s1,89,97,99,0,103,114,12,98
O=C(NC(=S)Nc1nc(-c2ccc(Cl)cc2)cs1)c1cccs1,108,85,92,0,92,95,4,95
O=C(CN1C2CCCC1CC(NC(=O)C1CCCCC1)C2)NCc1ccc(F)cc1 (stereo not drawn),92,98,98,0,105,102,2,96
O=C(CC1C(=O)NCCN1Cc1cccc(C(F)(F)F)c1)NCCc1cnccn1 (stereo not drawn),105,97,106,1,111,98,-3,108
Cc1cccc(Cn2nc(C(C)(C)C)cc2C(=O)N2CCOCC2)c1,75,98,99,0,101,90,14,102
CCOC(=O)c1cccnc1SCc1cc(=O)n2ccccc2n1,84,108,115,0,123,126,-11,106
Cc1ccc(NC(=O)CN(C)Cc2nc3c(Br)cc(Br)cc3c(=O)[nH]2)cc1,118,91,98,0,104,105,13,97
O=C(NCc1nc2ccccc2[nH]1)C1=C[C@H](c2ccc3c(c2)OCO3)C[C@H](OCCCCO)O1,95,96,92,0,91,93,23,92
N#CC(C#N)=C1C=CC=CN1/C(=C\c1ccccc1Cl)C(=O)c1ccccc1,93,83,87,3,89,110,11,95
CC(=O)Nc1ccc(NS(=O)(=O)c2cc(Cl)sc2Cl)cc1,93,121,116,2,104,111,3,100
CCOC(=O)CCC(NC(=O)CCCC(=O)NC(CCC(=O)OCC)C(=O)OCC)C(=O)OCC (stereo not drawn),106,95,93,0,100,91,5,99
CN=C1S/C(=C\c2ccc(N3CCCC3)c(F)c2)C(=O)N1C,86,116,99,0,113,102,-24,114
Cc1ccn2c(CN3CCOCC3)c(-c3ccccc3)nc2c1,93,111,118,3,103,101,4,105
CNC(=O)c1c(NC(=O)c2ccc(S(=O)(=O)N3CCCCC3)cc2)sc2c1CCN(C(C)C)C2,99,98,102,0,100,109,9,100
CCCCn1nc(C(=O)N(C)CC(=O)Nc2cccc(F)c2)c2ccccc2c1=O,96,112,114,3,112,110,-10,107
COc1ccc([C@H]2CC(=O)C=C(c3ccccc3)C2)cc1,122,85,89,0,96,112,5,93
CCOC(=O)c1[nH]c2ccccc2c1CCCN1C(=O)c2ccccc2C1=O,108,90,99,1,105,100,-1,95
CCOC(=O)c1sc(NC(=O)CCSC)nc1C,93,91,101,3,104,107,8,95

Following part
smiles,Yeast superoxide,CIT2 TOR yeast,AGP1 TOR yeast,GRK2 inh,MEP2-GFP yeast,LAP4-GFP MLPCN,VLA-4 inh,RPL19A TOR yeast
CCOc1cccc(C(=O)Nc2ccncc2)c1,98,100,110,2,95,102,11,97
O=C(c1nn(Cc2ccccc2)c(=O)c2ccccc12)N1CCN(C/C=C/c2ccccc2)CC1,108,87,86,2,90,87,-10,89
O=C(NC1CCS(=O)(=O)C1)c1cccc(S(=O)(=O)N2CCCC2)c1 (stereo not drawn),100,95,95,0,97,98,10,91
COCC1CCN(C(=O)C2CCC(=O)N(CC3CCCCC3)C2)CC1 (stereo not drawn),97,91,94,0,93,86,-7,92
CCN(C(=O)COc1ccc(N(C)S(=O)(=O)c2ccc(NC(C)=O)cc2)cc1)C1CCCCC1,123,111,95,1,123,97,7,96
CC(C)N(Cc1nccn1C)C(=O)c1cc(COc2ccc(-n3cncn3)cc2)on1,109,95,86,2,91,71,6,93
O=S(=O)(c1cccc(Br)c1)N1CCN(CCc2ccccc2)CC1,107,102,91,0,94,89,-11,93
Cc1ccc(SCCC(=O)Nc2cccc(N(C)S(C)(=O)=O)c2)cc1,98,102,106,0,106,102,3,101
COc1ccc(S(=O)(=O)NCC2CCCN(Cc3ccc(C)o3)C2)cc1 (stereo not drawn),97,94,106,3,96,111,-3,95
O=C(Cc1ccc(Br)cc1)Nc1ccccc1Sc1ccccc1,91,97,91,9,99,104,0,94
Cc1ccccc1-c1nc(CN2CCC(C(=O)NCc3ccco3)CC2)c(C)o1,115,86,108,0,103,85,12,97
COCCNC(=O)C(c1ccc(C)o1)N(Cc1ccc(OC)cc1)C(=O)Cn1nnc2ccccc21 (stereo not drawn),90,105,105,44*,121,111,-12,104
O=C(c1cccc(-c2nnc(-c3ccccc3)o2)c1)N1CCCCCC1,98,80,87,0,99,112,-12,94
CCOC(=O)c1nnc(-c2ccccc2)nc1N1CCSCC1,115,96,92,4,101,95,7,100
O=C(CSCc1ccccc1)N/N=C/c1cc2c(cc1Br)OCO2,96,98,93,1,101,95,16,102
Cc1cc(C)c2c(=O)c(C#N)coc2c1,101,103,104,3,114,107,17,107
CCOC(=O)c1c(C)[nH]c(C(C)=NNC(=O)c2cccs2)c1C,88,102,91,1,106,91,0,111
COc1ccc(C(OC(=O)c2ccco2)C(=O)NCc2ccc(C)cc2)cc1 (stereo not drawn),92,98,109,3,103,104,1,101
O=S(=O)(c1ccc2c(c1)OCCO2)N1CCN(Cc2ccccc2)CC1,100,95,94,3,100,93,1,95
CC1Cc2ccccc2N1C(=O)CSc1nncn1C (stereo not drawn),102,102,105,1,104,99,-4,101
COc1ccc(-c2nc3nc(C)c(Cc4ccccc4)c(=O)n3[nH]2)cc1,74,108,112,0,95,108,-7,105
CCOc1ccc(C2c3c(oc4ccccc4c3=O)C(=O)N2c2ccc(C)cn2)cc1OC (stereo not drawn),111,97,100,0,107,108,9,100
Cc1ccc(/C=N/NC(=O)CNC(=O)c2cccc([N+](=O)[O-])c2C)o1,102,96,98,3,108,95,58*,98
CC(C)Cc1nnc(NS(C)(=O)=O)s1,103,95,89,7,98,89,-7,85
Cc1nc2ccccc2n1CC(=O)OCC(=O)NCCc1ccccc1,111,89,91,1,82,78,-10,91

Entries shown so far that have a COOH group, in the order listed:
smiles,Yeast superoxide,CIT2 TOR yeast,AGP1 TOR yeast,GRK2 inh,MEP2-GFP yeast,LAP4-GFP MLPCN,VLA-4 inh,RPL19A TOR yeast
CCOc1ccc(NS(=O)(=O)c2ccc(NC(=O)[C@@H]3CCCC[C@@H]3C(=O)O)cc2)cc1,98,108,102,1,99,96,35,106
C#CCOc1c(Cl)cc(C2C3=C(CCCC3=O)N(CC(=O)O)C3=C2C(=O)CCC3)cc1OC,96,80,33,4,117,87,30,52

Continued:
smiles,Yeast superoxide,CIT2 TOR yeast,AGP1 TOR yeast,GRK2 inh,MEP2-GFP yeast,LAP4-GFP MLPCN,VLA-4 inh,RPL19A TOR yeast
COc1ccc(/C=C(\NC(=O)c2ccc(C)cc2)C(=O)NCCCn2ccnc2)cc1,85,105,106,2,100,104,7,100
CCOC(=O)C1=C(C)N(C)C(=O)NC1c1cccc([N+](=O)[O-])c1 (stereo not drawn),88,94,98,2,100,90,18,94
COc1cc(/C=N/NC2=NS(=O)(=O)c3ccccc32)cc(OC)c1OC,94,99,102,2,105,89,6,102
Cc1onc(-c2ccccc2)c1C(=O)N(C)CC(=O)Nc1ccc(F)c(F)c1F,100,99,104,4,103,102,24,101
COc1ccc([N+](=O)[O-])cc1N(CC(O)CN(C)C)S(=O)(=O)c1ccc(C)cc1 (stereo not drawn),98,98,99,0,102,103,24,101
Cn1ccc(NC(=O)c2ccc(Cl)cc2Cl)n1,115,88,94,2,95,98,-10,95
